PI4K2A block: qHTS for small molecular inhibitors of PI4K2A; purified PI4K2A, ADP-Glo luminescence, 1 h; stronger effect = lower value; activity change, negative = inhibition, % at 76.9 µM; 420,000 tested, 0.13% active; in the data active = activity change below about -50%; inconclusive = mostly about -30% to -49%;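 also: -100% = wells without enzyme as full effect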
Target sequence (Q9BTU6 whole entry, looked up): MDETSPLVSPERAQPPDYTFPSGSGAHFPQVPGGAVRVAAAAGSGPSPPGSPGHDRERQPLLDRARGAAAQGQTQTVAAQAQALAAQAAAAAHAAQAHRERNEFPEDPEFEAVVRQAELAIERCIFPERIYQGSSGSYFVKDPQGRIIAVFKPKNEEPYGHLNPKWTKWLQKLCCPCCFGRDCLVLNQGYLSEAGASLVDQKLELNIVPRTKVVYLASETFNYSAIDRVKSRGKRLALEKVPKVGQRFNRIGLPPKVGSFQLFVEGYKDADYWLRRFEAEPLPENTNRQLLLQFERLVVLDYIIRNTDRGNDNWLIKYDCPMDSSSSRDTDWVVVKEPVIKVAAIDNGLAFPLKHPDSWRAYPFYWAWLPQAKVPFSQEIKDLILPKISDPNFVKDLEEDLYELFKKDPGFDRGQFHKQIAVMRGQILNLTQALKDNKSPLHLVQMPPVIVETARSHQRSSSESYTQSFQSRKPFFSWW
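In this quantitative HTS, ADP production by PI4K2A was quantified luminescently after 1 h at ambient temperature; 100 microM adenosine served as plate-quality control.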
USP1-UAF1 inh: Inhibitors of USP1/UAF1: Primary Screen; Ubiquitin carboxyl-terminal hydrolase 1 (Homo sapiens), O94782; recombinant USP1/UAF1, Ub-Rhodamine cleavage fluorescence; Potency, µM (doses to about 57.1 µM), for inactives: at the top dose activity change, negative = inhibition, usual class: inhibitors; 390,000 tested, 0.23% active; AID 743255, 2014; also: potency is read from the fitted curve at half-maximal effect; % is scaled to controls: 0 for no effect and ±100 for the full control effect; nearly all actives have a fitted effect of over 60% in size; inactives centre near -12
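Step one: compound is pinned into 1nM USP1/UAF1 in HEPES pH 7.8 buffer with TCEP. Step two: 15 min room-temperature incubation. Step three: Ub-Rho (150nM final) starts cleavage, tracked by fluorescence over six one-minute reads.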
D2 antag: HTS Assay for Allosteric Antagonists of the Human D2 Dopamine Receptor: Primary Screen for Antagonists; HEK293 TREx D2 cells, calcium flux, dopamine EC80; D(2) dopamine receptor (Homo sapiens), P14416; 340,000 tested, 2% active; inhibition, % at 10 µM; in the data active = inhibition above about 30%; also: 0% is about no effect
Target sequence (P14416 whole entry, looked up): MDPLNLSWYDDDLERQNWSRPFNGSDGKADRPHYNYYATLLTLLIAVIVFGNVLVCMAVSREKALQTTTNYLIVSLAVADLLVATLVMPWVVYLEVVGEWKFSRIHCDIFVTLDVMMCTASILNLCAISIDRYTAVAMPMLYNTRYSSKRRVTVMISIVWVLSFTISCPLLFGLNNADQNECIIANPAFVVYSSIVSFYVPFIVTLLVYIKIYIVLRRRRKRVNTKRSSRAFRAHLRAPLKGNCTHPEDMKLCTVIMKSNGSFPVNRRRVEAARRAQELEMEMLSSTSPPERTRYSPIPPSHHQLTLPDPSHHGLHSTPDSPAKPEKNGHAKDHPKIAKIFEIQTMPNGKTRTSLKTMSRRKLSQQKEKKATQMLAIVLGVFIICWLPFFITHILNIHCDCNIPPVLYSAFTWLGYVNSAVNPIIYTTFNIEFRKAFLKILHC
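Overnight-induced (tetracycline, 30 C) HEK293 T-REx cells carrying force-coupled D2 receive a no-wash calcium dye, then compound, then EC80 dopamine at 180 s; signals are read kinetically throughout.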
TRHR PAM: qHTS for Small Molecule Agonists and Allosteric Enhancers of Human TRH Receptor: Primary Screen for Enhancers; AID 493056, 2011; enhancement, % at 2 µM; Thyrotropin-releasing hormone receptor (Homo sapiens), P34981; TRHR cells, fluo-8 calcium fluorescence, EC20 TRH enhancement; 360,000 tested, 0.66% active; in the data active = enhancement above about 30%; also: 0% is about no effect
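Enhancer read-out: after compound pinning and an initial kinetic agonist-mode read, an EC20 of TRH (10 nM final) was injected and fluo-8 calcium signal (Ex 480/Em 530) followed at 1 s/cycle for 100 cycles in TRHR-expressing cells.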
IDH1 R132H inh: qHTS for Inhibitors of mutant isocitrate dehydrogenase 1 (IDH1): qHTS | Potency, µM (highest dose often 76.6 µM), for inactives: top-dose activity change, negative = inhibition, hits mostly inhibitors | 390,000 tested, 0.093% active | Isocitrate dehydrogenase [NADP] cytoplasmic (Homo sapiens), O75874 | IDH1-R132H enzyme, NADPH consumption, diaphorase/resazurin fluorescence | AID 602179, 2012; also: potency is read from the fitted curve at half-maximal effect; % is scaled to controls: 0 for no effect and ±100 for the full control effect; nearly all actives have a fitted effect of over 65% in size
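IDH1-R132H (0.5 ug/mL dispensed) in pH 7.5 Tris buffer was preincubated 30 min with compound, then given a substrate mix of 0.016 mM NADPH and 2 mM alpha-KG for 80 min at room temperature; remaining NADPH was read by diaphorase/resazurin fluorescence.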
D2 ag: HTS Assay for Allosteric Agonists of the Human D2 Dopamine Receptor: Primary Screen for Agonists | activation, % at 2 µM | D(2) dopamine receptor (Homo sapiens), P14416 | AID 485358, 2010 | 340,000 tested, 0.53% active | HEK293 T-REx D2 cells, calcium flux agonist mode;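 active = activation over 3 SD above normal in the single-dose calcium agonist read, cut at about 30% in these data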; also: 0% is about no effect
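Tetracycline-induced HEK293 Trex cells with D2 receptor force-coupled to calcium signaling, plated overnight at 30 C and loaded with no-wash calcium dye. Calcium flux read kinetically for 180 s after compound addition; responses flag agonists.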
TrxR1 substrate: qHTS Assay for Substrates of Mammalian Selenoprotein Thioredoxin Reductase 1 (TrxR1): qHTS. Potency, µM (top dose mostly 114 µM), without a hit: at the top dose activity change, negative = substrate turnover. 390,000 tested, 0.01% active. purified TrxR1 substrate turnover, NADPH consumption readout; also: potency is read from the fitted curve at half-maximal effect; % is scaled to controls: 0 for no effect and ±100 for the full control effect; nearly all actives have a fitted effect of over 50% in size
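Rat TrxR1, dispensed at 90 nM, was prereduced with 400 uM NADPH (final) for 5 min at ~22 deg C, then incubated with compound 15 min before 400 uM selenite. A first-read NADPH fluorescence drop versus no-compound background flagged substrates.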
rTrxR1 inhibitor: qHTS Assay for Inhibitors of Mammalian Selenoprotein Thioredoxin Reductase 1 (TrxR1): qHTS | Potency, µM (top dose mostly 114 µM), inactives show at the top dose activity change, negative = inhibition, actives largely listed as inhibitors | Thioredoxin reductase 1, cytoplasmic (Rattus norvegicus), O89049 | 390,000 tested, 1% active | recombinant rTrxR1, NADPH fluorescence consumption, selenite substrate; also: potency is read from the fitted curve at half-maximal effect; % is scaled to controls: 0 for no effect and ±100 for the full control effect; nearly all actives have a fitted effect of over 65% in size
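Rat TrxR1 (90 nM in the dispensed reagent) was pre-reduced with 400 uM NADPH for 5 min at room temperature, then incubated with compound for 15 min. After 400 uM selenite was added, NADPH fluorescence (Ex 340/Em 450 nm) was followed for 8 min.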
TRHR agonist: qHTS for Small Molecule Agonists and Allosteric Enhancers of Human TRH Receptor: Primary Screen for Agonists. Thyrotropin-releasing hormone receptor (Homo sapiens), P34981. TRHR cells, calcium flux fluo-8, FDSS agonist mode. activation, % at 2 µM. 360,000 tested, 0.18% active. AID 493084, 2011; in the data active = activation above about 30%; also: 0% is about no effect
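Agonist-mode FDSS calcium read (Ex 480/Em 530, 1 s cycles) in 1536-well TRHR cells with fluo-8 dye, after 10-cycle baseline and 23 nL compound addition; TRH at EC20 (10 nM final) added afterwards for the enhancer phase.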
Starred values were filed as active, the others as inactive; ? = inconclusive; / = no result given; [ ] = dose if it differs, or a comment. Unless noted, calls follow the shape of the dose curve; as a rule, active = well fitted inhibition curve with a large enough effect; inconclusive = small, poorly fitted or top-dose-only effect; inactive = no such curve, though single readings can be large or run the other way.

SMILES | PI4K2A block | USP1-UAF1 inh | D2 antag | TRHR PAM | IDH1 R132H inh | D2 ag | TrxR1 substrate | rTrxR1 inhibitor | TRHR agonist
Fc1ccc(C(CCNCc2cccs2)c2ccco2)cc1 (centres undefined) | 6 | 0% | -2 | 5 | 8% | -1.1 | -3%[57.1 µM] | -8%[57.1 µM] | 2.0
COc1ccccc1N1CCN(C(=O)Cn2ncc3c(=O)oc4ccccc4c32)CC1 | 5 | -27% | / | 1 | 7% | -1.0 | -4% | 13% | 0.3
O=C1N/C(=C/c2cccn2-c2ccc(F)cc2)C(=O)N1Cc1ccccc1 | 6 | -15% | -13 | -1 | -1% | 0.7 | 11% | 8% | 0.8
CCc1ccc(NC(=O)C2CCCN2S(=O)(=O)c2ccc3c(c2)CCCC(=O)N3)cc1 (centres undefined) | 5 | -14% | / | -1 | -6% | -0.6 | -6%[57.1 µM] | -9%[57.1 µM] | -0.1
O=S(=O)(c1ccccc1)c1nc(NCc2cccnc2)sc1Cl | 5 | -19% | 9 | -4 | 13% | -3.1 | -3%[57.1 µM] | 18%[57.1 µM] | -1.4
Cc1cccc(C)c1Nc1sc(C(=O)c2ccccc2)c(N)c1S(=O)(=O)c1ccccc1 | -2 | 17% | / | -10 | -10% | 0.4 | -2%[57.1 µM] | 18%[57.1 µM] | 1.0
Cc1cc(CNC(=O)C(C)n2nc(C)c([N+](=O)[O-])c2C)c2ccccc2n1 (centres undefined) | 1 | -12% | -24 | -4 | 0% | -0.5 | -10% | -9%[57.1 µM] | 0.2
Cc1cc2c(c(SCC(=O)NCc3ccccc3Cl)n1)C(=O)OC2 | 6 | -11% | 6 | 3 | -6% | -0.2 | -1% | 20% | -0.5
COc1ccccc1CC(=O)Nc1ccc(Cl)cc1C(=O)O | -18 | -8% | -3 | -3 | 28% | 0.4 | 14%[57.1 µM] | 25%[57.1 µM] | 0.8
Cn1c2c(c(=O)n(C)c1=O)C(c1ccc(Cl)cc1)C(C#N)=C(N)O2 (centres undefined) | 3 | -5% | 8 | 2 | -1% | -3.2 | -10% | ? | 0.0
CCOC(=O)Cc1csc(NC(=O)CCSc2ccccc2)n1 | -2 | -23% | 11 | 6 | -3% | -1.0 | -6% | 13% | -1.5
COc1ccc(C(=O)N/C(=C/c2ccco2)C(=O)NC2CCS(=O)(=O)C2)cc1 (centres undefined) | 9 | 4% | -5 | 3 | 2% | -0.3 | -6% | -9%[57.1 µM] | 1.0
Cc1nn(C)cc1[C@@H]1C[C@H]2CN(Cc3cccc(Cl)c3)C(=O)[C@]23CCCN13 | -4 | -3% | -8 | -4 | -4% | 0.3 | 3% | 9% | 1.5
Cc1ccc(-n2nc(C(=O)N3CCN(C)CC3)c3c4ccccc4n(C)c3c2=O)cc1 | -2 | -12% | / | / | 2% | / | 1% | -6% | /
C=CCSc1nc2ccccc2c(=O)n1Cc1ccccc1 | 1 | -4% | 0 | -4 | -3% | 0.4 | 7%[57.1 µM] | 23%[57.1 µM] | 0.9
CCn1ncc(/C=N\NC(=O)c2cc(-c3ccc(C)cc3C)nc3ccccc23)c1C | 4 | -18% | 21 | 6 | 1% | 0.0 | -7% | 2% | 0.1
O=C(O)c1cncc(Br)c1 | 5 | -24% | 7 | -5 | -6% | 0.7 | 4% | 11% | 0.4
CCOc1ccc(S(=O)(=O)NCCC(=O)N2CCN(c3ccccc3O)CC2)cc1 | 3 | -24% | -14 | -5 | 3% | 2.5 | -6% | -13% | -0.5
O=C(Nc1ccc(C(=O)N2CCCC2)cc1)c1ccc(F)cc1Cl | 2 | -6% | 3 | 1 | 0% | -0.8 | -3% | 5% | 0.0
COc1ccc(NC(=O)c2ccccc2NC(=O)c2ccco2)cc1 | -2 | -9% | / | -9 | 5% | / | 7%[57.1 µM] | 10%[57.1 µM] | -0.3
c1ccc(Nc2nc(-c3ccncc3)cs2)cc1 | -1 | -11% | -3 | -2 | 0% | -0.6 | -3% | -4% | -0.6
Cc1nc(SCc2ccc(Br)cc2)[nH]c(=O)c1C | -9 | -7% | 17 | -2 | 10% | 3.0 | -10% | -5% | 0.2
CCc1nc2ccc(C(=O)N(C)CC(=O)Nc3cccc(F)c3)cc2nc1CC | 2 | -8% | 26 | -5 | -1% | 0.0 | 1% | 5% | -0.3
Clc1ccccc1Cn1cccc1C1=NC(Cc2ccccc2)CO1 (centres undefined) | -2 | -16% | / | -4 | 1% | 0.1 | 4% | 21% | 0.9

Looked up above.
For IDH1 R132H inh, `COc1ccc(NC(=O)c2ccccc2NC(=O)c2ccco2)cc1` has 5%
For TRHR PAM, `CCn1ncc(/C=N\NC(=O)c2cc(-c3ccc(C)cc3C)nc3ccccc23)c1C` has 6

Following part
SMILES | PI4K2A block | USP1-UAF1 inh | D2 antag | TRHR PAM | IDH1 R132H inh | D2 ag | TrxR1 substrate | rTrxR1 inhibitor | TRHR agonist
O=C(CCc1nnc2ccc(NCc3ccco3)nn12)N1CCCCC1 | 0 | -23% | -8 | -1 | -13% | 0.4 | 8% | -10% | 0.8
CCCCc1ccc(NC(=O)CC(C)=O)cc1 | 1 | -7% | -3 | 4 | 6% | -0.5 | 6%[57.1 µM] | -24% | -0.1
CCC(=O)Nc1cccc(-c2nnc(SCC(=O)c3ccccc3)n2C)c1 | -7 | -3% | 3 | 5 | 4% | -0.3 | -6% | ? | -0.1
CC(C)(C)NC(=S)NC1CC1 | -5 | -12% | -9 | -2 | 3% | -0.3 | 6% | -7% | 0.3
COc1ccccc1/C=N/NC(=O)CN(C1=NS(=O)(=O)c2ccccc21)c1ccccc1 | -7 | 2% | 8 | 16 | 2% | -0.6 | -5% | 3% | -1.0
CC(=O)Nc1ccc(C(=O)NNC(=O)c2cc([N+](=O)[O-])cc([N+](=O)[O-])c2)cc1 | -7 | -11% | 0 | -6 | 0% | 1.1 | -8%[57.1 µM] | 3%[57.1 µM] | 0.5
O=C(Nc1ccc(F)cc1)c1cccn1-c1nnc(N2CCCCC2)s1 | -2 | 5% | / | 9 | 3% | / | 5%[57.1 µM] | 25%[57.1 µM] | 0.0
CCOc1ccc(C2C(C(=O)Nc3ccc(C)cc3C)=C(C)Nc3c(C(=O)Nc4ccc(C)cc4)cnn32)cc1OC (centres undefined) | 6 | -7% | / | -8 | -14% | -0.8 | 2% | 25% | 3.8
CN1/C(=C\C=N\NC(=O)c2cccnc2)C(C)(C)c2ccccc21 | 4 | -18% | -12 | -2 | 1% | 0.4 | -1% | 25% | 0.2
O=C(CN1C(=O)c2ccccc2S1(=O)=O)NC(Nc1ccccc1F)C(Cl)(Cl)Cl (centres undefined) | -1 | -13% | 4 | -13 | 0% | -0.5 | -11% | -5% | -0.5
COc1ccc(-c2n[nH]c(=S)n2Cc2ccco2)cc1 | 1 | -3% | 1 | -5 | 12% | -0.6 | 8% | ? | 0.2
Nc1c(-c2ccccc2)cnn1-c1cccc([N+](=O)[O-])c1 | 0 | 1% | / | / | 3% | / | 4% | 19% | /

The list goes on, starting with the last 4 of the part before.
SMILES | PI4K2A block | USP1-UAF1 inh | D2 antag | TRHR PAM | IDH1 R132H inh | D2 ag | TrxR1 substrate | rTrxR1 inhibitor | TRHR agonist
CN1/C(=C\C=N\NC(=O)c2cccnc2)C(C)(C)c2ccccc21 | 4 | -18% | -12 | -2 | 1% | 0.4 | -1% | 25% | 0.2
O=C(CN1C(=O)c2ccccc2S1(=O)=O)NC(Nc1ccccc1F)C(Cl)(Cl)Cl (centres undefined) | -1 | -13% | 4 | -13 | 0% | -0.5 | -11% | -5% | -0.5
COc1ccc(-c2n[nH]c(=S)n2Cc2ccco2)cc1 | 1 | -3% | 1 | -5 | 12% | -0.6 | 8% | ? | 0.2
Nc1c(-c2ccccc2)cnn1-c1cccc([N+](=O)[O-])c1 | 0 | 1% | / | / | 3% | / | 4% | 19% | /
C=CCn1c(C)cc(C(=O)COC(=O)[C@@H](NC(=O)c2ccccc2Cl)C(C)C)c1C | -8 | -25% | 0 | 1 | 2% | -1.5 | 8%[57.1 µM] | 13%[57.1 µM] | -0.9
CC(C)c1nnc(N2C(=O)c3oc4ccccc4c(=O)c3C2c2ccco2)s1 (centres undefined) | 6 | -7% | 10 | 1 | -2% | 0.4 | 6%[57.1 µM] | 0%[57.1 µM] | 0.1
O=C(O)c1nsc(Cl)c1Cl | -2 | -11% | -10 | 0 | 2% | -0.4 | 10%[57.1 µM] | -12% | 0.0
COC(=O)[C@@H]1[C@@H](C#N)C2(c3ccccc3-c3ccccc32)N(c2ccc(Cl)cc2)N1C#N | -2 | -29% | 25 | -7 | -30% | 0.9 | -4% | 7.9µM* | 0.3
COc1cccc(CNC(=O)COC(=O)c2cccc(S(=O)(=O)N3CCN(C(C)=O)CC3)c2)c1 | 2 | -18% | -16 | 2 | 0% | 0.8 | 5% | 9% | -0.2
CN1CCN(S(=O)(=O)c2ccc(Br)c3ccccc23)CC1 | -2 | 3% | -5 | 7 | -6% | 0.6 | -3% | 8% | -0.1
CCOC(=O)C(NC(=O)C1C(C)N1S(=O)(=O)c1ccc(C)cc1)C(=O)OCC (centres undefined) | 0 | -23% | -25 | 4 | 0% | 0.0 | 2% | 14% | 0.4

Rows were taken by chance; 3.9% or so of the library scored in one or more.
